# High-throughput results deposited in PubChem by Broad Institute.
# miR-122 sensor: blocks miR-122 activity in Huh7 sensor cells | AID 602342 | Huh7 miR-122 Renilla luciferase sensor, 48 h; neutral wells = 0, positive control = 100 | 340,000 tested, 0.3% active | activation (reporter increase), % at 12.5 µM;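 active = mean replicate activation score at least 90 and every replicate individually at or above 90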;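 also: higher luciferase means less miR-122 activity so hits act as miR-122 inhibitors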
# Active calls of the source: *.
SMILES,miR-122 sensor
Cc1cc(C(=O)Oc2ccccc2C(=O)O)c(C)o1,11
Cc1ccc(C(=O)Nc2c(C)cc(-c3ccc(Cl)cc3)oc2=O)cc1,0
COc1cc(C(=O)Oc2ccccc2/C=N/NC(=O)c2ccc(C)cc2)cc(OC)c1OC,39
CCc1nnc(NC(=O)CSc2nnc(-c3ccccc3O)n2CC)s1,-1
CC1CN=C(N(C(=O)Nc2ccccc2)c2ccc(S(=O)(=O)N3CCOCC3)cc2)S1 (configuration not stated),-3
c1ccc(CN2CCOCC2)cc1,-5
CNC(=O)c1c(I)c(C(=O)NCC(=O)Nc2c(I)c(C(=O)O)c(I)c(C(=O)NCCO)c2I)c(I)c(N(C)C(C)=O)c1I,-4
CCc1ccc(/C(C)=N\Nc2ccc([N+](=O)[O-])cc2)cc1,-4
CC1(C)Cc2c(sc3c2C2=NCCN2C=N3)CS1,1
COc1ccc(C(=O)NC(=S)Nc2ccc3c(c2)Cc2ccccc2-3)cc1,-1
NC(=O)[C@@H]1CCCCNc2c(F)cc([N+](=O)[O-])cc2C(=O)N[C@@H](CC(=O)O)C(=O)N[C@@H](CCC(=O)O)C(=O)N1,-4
Cn1nnc2cc(C(=O)NC3CC3)ccc21,-3
O=C(Nc1ccccn1)c1cccnc1,0
Cc1ccc(Cn2c(SCC(=O)N/N=C/c3ccc(C)o3)nc3ccccc32)cc1,3
CC1=CS/C(=C(/C#N)C(=O)N2CCOCC2)N1c1ccccc1,-11
COc1ccc2oc(-c3ccccc3)c(C(=O)N3CCOCC3)c2c1,-4
Cc1ccc2c(c1)C(O)(CC(=O)c1ccc3c(c1)OCO3)C(=O)N2 (configuration not stated),-14
Cc1ccc(OCCSc2ncnc3nc[nH]c23)cc1,-1
Cc1ccc(C)c(Cn2c(CO)nc3ccccc32)c1,6
CCCCN(CCCC)C(=S)N/N=C/c1c(C)[nH]n(-c2ccccc2)c1=O,5
C[C@@]12C(=O)Nc3cc(Cl)ccc3C(=O)N1[C@H]1c3ccccc3OC[C@@H]1[C@@H]2c1ccccc1,-10
Cc1c(NC(=O)c2cc3ccccc3o2)c(=O)n(-c2ccccc2)n1C,2
CCOC(=O)c1ccc(NC(=O)c2ccc(C)c(S(=O)(=O)N3CCOCC3)c2)cc1,-9
CC1CCCCC1NC(=O)C1Cc2ccccc2CN1S(C)(=O)=O (configuration not stated),4
O=C(O)COc1ccc2c(c1)OCCO2,6
O=C(CCNS(=O)(=O)c1ccc(Br)s1)N1CCCCC1,-3
Cc1ccc(S(=O)(=O)NC(c2ccccc2)C(C)C(=O)n2nc(C)cc2C)cc1 (configuration not stated),-1
CCOCCC(=O)Nc1cc(Cl)ccc1OC,-11
CCC(OC(=O)c1ccco1)C(=O)NCc1ccc(C)cc1 (configuration not stated),-8
Cc1ccc(S(=O)(=O)C(C#N)c2nc3ccccc3nc2N2CCC(C)CC2)cc1 (configuration not stated),1
COc1cccc(OCCCCCCN2CCOCC2)c1,10
CCCOC(=O)CSC1=C(C#N)C(c2ccccc2OCC)C(C#N)C(=O)N1 (configuration not stated),7
O=C(COC(=O)C1CCCN1C(=O)c1cccs1)c1ccccc1 (configuration not stated),24
Cn1c(=O)c2ncn(CC(=O)NCCOc3ccc(C(C)(C)C)cc3)c2n(C)c1=O,-3
Cc1ccc(S(=O)(=O)Cc2ccc(C(=O)N3CCN(c4cc(C)ccc4C)CC3)o2)cc1,1
Cc1ccc(C(=O)N/N=C2\SCC(=O)N2c2cc(C)ccc2C)cc1,-4
Cc1n[nH]c(=O)nc1N1CCc2ccccc2C1,-2
Nc1c(-c2ccc(F)cc2)cnn1C1CCS(=O)(=O)C1 (configuration not stated),-7
CSc1nc(C)cc(OCC(=O)N2CCOCC2)n1,-5
COc1ccc(Cl)c(NC(=O)NCCN2CCN(c3ccccc3)CC2)c1,2
CC(=O)N(CC(=O)O)c1ccccc1C(=O)O,4
CC(C(=O)N1CCOCC1)N1c2cccc3cccc(c23)S1(=O)=O (configuration not stated),9
C=CCN1C(=O)C2(NNc3ccccc3O2)c2ccccc21 (configuration not stated),11
Cc1onc(-c2c(Cl)cccc2Cl)c1C(=O)Nc1ccc2c(c1)OCCO2,-1
C=CCNC(=O)C1CCN(S(=O)(=O)CC)CC1,0
Cc1nc2nc(CSc3ccc(Cl)cc3)cc(=O)n2[nH]1,-2
CN1C(=O)SC(Nc2cccc3ccccc23)C1=O (configuration not stated),-3
O=C(CCNC(=O)c1ccco1)NCc1ccccc1,1
COc1ccc(/C=N/NC(=O)CCn2c3ccccc3c3ccccc32)cc1O,29
CCCOc1cc(C)c(S(=O)(=O)n2ccc(C)n2)cc1C,1
CC1CN(Cc2nc3c(c(=O)n(C)c(=O)n3C)n2CCCc2ccccc2)CC(C)O1 (configuration not stated),-7
O=C(N/N=C/c1ccc(Cl)cc1)c1sccc1OCc1ccc(F)cc1,44
COc1ccc(-c2cc(CNC(C)=O)on2)cc1,-7
O=C(CCSc1nnc2ccccn12)Nc1ccc(F)cc1,1
CC1(C)CC(=O)c2cc(C(=O)NCc3ccco3)c(=O)n(-c3ccc(Cl)cc3)c2C1,-9
CC(C)C(=O)N(Cc1cc2ccccc2[nH]c1=O)C(C)C,-1
CC(C)NS(=O)(=O)c1cccc2nsnc12,-6
O=C(CSc1ncccn1)Nc1ccccc1,-1
COc1cc(NC(=O)c2ccco2)c(OC)cc1NC(=O)CSc1ncc(-c2ccc(F)cc2)[nH]1,-5
Cc1ccc(C(=O)Oc2cc(C)n(C)c(=O)c2)cc1,-1
# More structures:
SMILES,miR-122 sensor
COc1ccc(NC(=O)c2ccc(-n3nc(C)cc3C)cc2)cc1OC,-5
Cc1ccc(-n2c(C)cc(C(=O)COC(=O)C3=NNC(=O)CC3)c2C)cc1,3
COCCCN1C(=O)C(=O)/C(=C(/O)c2ccc(OCC(C)C)cc2)C1c1cccnc1 (configuration not stated),-1
CC(C)COc1ccc(C(=O)N(Cc2ccco2)C2CCS(=O)(=O)C2)cc1 (configuration not stated),1
CCOC(=O)c1cc(C#N)c(SCc2cccc3ccccc23)nc1C,-2
CCOCCc1nnc(NC(=O)c2cc(OC)c(OC)c(OC)c2)s1,0
Cc1occc1C(=O)Nc1sc2c(c1C(N)=O)CCCCC2,16
O=C(CNc1ccc(Oc2ccccc2)cc1)N1CCOCC1,-6
COc1cccc(OC)c1C(=O)Nc1cc(C)on1,-2
CNC(=O)C1CCN(C(=O)c2ccc(-c3ccccc3)cc2)CC1,10
Cn1cccc1/C=N/n1c(-c2ccc(Cl)cc2Cl)n[nH]c1=S,2
c1nc(N2CCC3(CC2)OCCO3)c2c3c(sc2n1)CCCC3,1
O=C(CCN1CCc2ccccc2C(c2ccccc2)C1)c1ccc2c(c1)OCCO2 (configuration not stated),6
CC1CCCN(C2=NC(=O)/C(=C/c3cn(-c4ccccc4)nc3-c3cccc(S(=O)(=O)N(C)C)c3)S2)C1 (configuration not stated),-8
COc1ccc(-n2nc(C(=O)N3CCN(Cc4ccc5c(c4)OCO5)CC3)c3ccccc3c2=O)cc1,-3

# Some of these compounds in order of their number in miR-122 sensor, high to low.
molecule | miR-122 sensor
O=C(CCN1CCc2ccccc2C(c2ccccc2)C1)c1ccc2c(c1)OCCO2 (configuration not stated) | 6
Cc1ccc(-n2c(C)cc(C(=O)COC(=O)C3=NNC(=O)CC3)c2C)cc1 | 3
c1nc(N2CCC3(CC2)OCCO3)c2c3c(sc2n1)CCCC3 | 1
COc1cccc(OC)c1C(=O)Nc1cc(C)on1 | -2
COc1ccc(-n2nc(C(=O)N3CCN(Cc4ccc5c(c4)OCO5)CC3)c3ccccc3c2=O)cc1 | -3
O=C(CNc1ccc(Oc2ccccc2)cc1)N1CCOCC1 | -6

# Following part
SMILES,miR-122 sensor
O=C1CC(c2ccccc2)N1c1ccccc1 (configuration not stated),-2
C(=N\n1cnnc1)/c1ccc(N2CCOCC2)s1,4
CCOC(=O)[C@H]1[C@H]2COc3cc(OC)ccc3[C@@H]2N2C(=O)N(c3ccc(Cl)cc3)C(=O)[C@@]12C,4
CCOC(=O)C1=C(C)NC(C)=C(C(=O)OCC)C1c1sccc1C,4
CCCC(=O)Nc1ccc(C(=O)Nc2cc(C(F)(F)F)ccc2Cl)cc1,-4
Cc1cccc(C(=O)Nc2ccccc2SCC2CSc3nc4ccccc4c(=O)n32)c1 (configuration not stated),-2
CCOC(=O)Cc1nnc(NC(=O)c2ccccc2OC)s1,-1
Cn1c(=O)[nH]c(=O)c2[nH]c(NCCCN3CCOCC3)nc21,-6
Cc1csc(NC(=O)CSc2nsc(SCC(=O)Nc3nc(C)cs3)c2C#N)n1,8
CC(C)C(=O)Nc1ccc(Cc2ccc(NC(=O)C(C)C)c(O)c2)cc1O,4
COC(=O)c1c(C(=O)OC)c(-c2ccc(C)cc2)n2c1CCC2,3
CCOC(=O)c1c(CN2CCCCC2)n(C)c2ccc(OC)c(S(=O)(=O)c3ccccc3)c12,4
CCc1nc2sc(C)c(C)c2c(=O)n1CCO,-35
CN(C(N)=S)c1ccccc1,-1
Cc1ccc(N2C(=O)c3ccccc3C2(O)c2ncc[nH]2)cc1 (configuration not stated),-3
O=C(NC12CC3CC(CC(C3)C1)C2)c1ccc(=O)oc1,-2
O=C(C/C=N/OCc1c(Cl)cccc1Cl)c1cnc(-c2ccccc2)s1,1
O=c1oc2ccccc2c(O)c1/C=N/c1ccccn1,-8
OCc1nnn(-c2cccc(C(F)(F)F)c2)c1CO,0
CC(=O)c1cccc(CN2CCC(n3nccc3NC(=O)CCc3ccccc3)CC2)c1,-5
CN1CCc2c(sc(NC(=O)c3ccc4ccccc4c3)c2C(N)=O)C1,-5
C#CCOCCOCCOCCNc1nc(N2CCN(C(=O)CCCCCCCCCCNC(=O)Cn3cc(C[C@@H](C)O)nn3)CC2)nc(N2CCN(C(=O)CCCCCCCCCCNC(=O)[C@@H]([C@H](C)O)n3cc(C)nn3)CC2)n1,-4
O=C(NCc1ccco1)C1CCN(S(=O)(=O)c2ccc(-n3cnnn3)cc2)CC1,4
FC(F)(F)c1nc2nncn2c2c1CCCCC2,-16
O=C(/C=C/c1ccccc1)NCCSc1ccc(Cl)cc1,0
O=c1c2ccsc2ncn1Cc1cccc(C(F)(F)F)c1,-4
CC/C(C)=N/Nc1nc2sc3c(c2c(=O)[nH]1)CC(C)(C)OC3,-6
CCN(CC)S(=O)(=O)c1cc(F)ccc1OC,-1
CNc1nc(C)c(C(=O)c2ccc(Cl)cc2)s1,-12
O=C(COC(=O)C1(c2ccc(F)cc2)CCCC1)N1CCN(C(=O)c2ccco2)CC1,-4

# The last six entries of the section before open the next one:
SMILES,miR-122 sensor
O=C(/C=C/c1ccccc1)NCCSc1ccc(Cl)cc1,0
O=c1c2ccsc2ncn1Cc1cccc(C(F)(F)F)c1,-4
CC/C(C)=N/Nc1nc2sc3c(c2c(=O)[nH]1)CC(C)(C)OC3,-6
CCN(CC)S(=O)(=O)c1cc(F)ccc1OC,-1
CNc1nc(C)c(C(=O)c2ccc(Cl)cc2)s1,-12
O=C(COC(=O)C1(c2ccc(F)cc2)CCCC1)N1CCN(C(=O)c2ccco2)CC1,-4
CCOC(=O)C1CCN(C(=O)COc2ccc(N(C)S(=O)(=O)c3cccs3)cc2)CC1,2
CC(c1ccccc1)n1cc(C(=O)NCCN2CCOCC2)nn1 (configuration not stated),-2
CN(C)CCCNC(=O)CC(c1ccccc1)c1ccccc1O (configuration not stated),-6
O=C(C(Cc1ccccc1)n1cccc1)N1CCN(Cc2ccccc2)CC1 (configuration not stated),-2
Cc1ccc(/C=N\n2c(-c3ccccc3)n[nH]c2=S)s1,-4
O=C(NC1(C(F)(F)F)NC(=O)N(Cc2cccnc2)C1=O)c1ccccc1Cl (configuration not stated),-13

# Some of the compounds tested (hit frequency here may not be typical).
